Screening results (PubChem)
RXFP1 agonist – RXFP1 (human) receptor agonism. Q9HBX9. HEK293T-RXFP1 cAMP TR-FRET, 30 min; response scale: percent of porcine relaxin response, buffer zero. Potency, µM (titrated, usually from 57.5 µM), for the others: top-dose activation, actives largely listed as activators. hit rate 0.3% among 370,000. AID 2676; further: on the % scale 0 is the no-effect control and ±100 the full control effect; nearly all actives have a fitted effect of over 60% in size; many of its hits are not listed in these tables
Target sequence (Q9HBX9 whole entry, looked up): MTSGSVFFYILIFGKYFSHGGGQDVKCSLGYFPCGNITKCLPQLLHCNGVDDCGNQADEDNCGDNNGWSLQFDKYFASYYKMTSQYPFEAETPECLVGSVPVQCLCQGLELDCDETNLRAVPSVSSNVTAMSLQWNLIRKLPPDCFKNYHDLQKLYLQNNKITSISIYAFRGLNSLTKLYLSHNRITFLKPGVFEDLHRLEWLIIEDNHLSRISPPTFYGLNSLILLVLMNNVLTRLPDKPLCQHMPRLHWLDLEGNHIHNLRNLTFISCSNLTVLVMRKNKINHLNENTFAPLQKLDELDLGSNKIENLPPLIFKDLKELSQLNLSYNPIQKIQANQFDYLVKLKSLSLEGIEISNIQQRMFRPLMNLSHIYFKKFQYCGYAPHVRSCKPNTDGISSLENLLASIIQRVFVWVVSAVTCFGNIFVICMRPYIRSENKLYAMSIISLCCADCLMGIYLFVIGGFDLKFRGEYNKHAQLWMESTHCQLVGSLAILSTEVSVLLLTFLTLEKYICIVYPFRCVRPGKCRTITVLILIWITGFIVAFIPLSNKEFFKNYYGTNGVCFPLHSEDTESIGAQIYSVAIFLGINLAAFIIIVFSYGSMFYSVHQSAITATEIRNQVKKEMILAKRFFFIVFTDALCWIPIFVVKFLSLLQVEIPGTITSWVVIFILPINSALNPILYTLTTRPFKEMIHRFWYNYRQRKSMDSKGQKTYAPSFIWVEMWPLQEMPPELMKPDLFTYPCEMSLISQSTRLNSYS
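cAMP rise read by TR-FRET after 30 min, 37C compound exposure (up to 58 uM) in RXFP1-transfected HEK293 cells with Ro 20174 present. EC50 from Hill-equation fits, with 29 nM porcine relaxin as 100% and buffer as basal.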
RGS4 inhibitor – blocks human RGS4-accelerated GTP hydrolysis. AID 504845. hit rate 0.039% among 390,000. Potency, µM (titrated, usually from 114 µM), without a hit: at the top dose activity change, negative = inhibition, usual class: inhibitors. Transcreener GDP fluorescence polarization, RGS4-accelerated GTP hydrolysis; further: on the % scale 0 is the no-effect control and ±100 the full control effect; nearly all actives have a fitted effect of over 75% in size; some results filed as inactive show a strong effect at the top dose
Target sequence (P49798 whole entry, looked up): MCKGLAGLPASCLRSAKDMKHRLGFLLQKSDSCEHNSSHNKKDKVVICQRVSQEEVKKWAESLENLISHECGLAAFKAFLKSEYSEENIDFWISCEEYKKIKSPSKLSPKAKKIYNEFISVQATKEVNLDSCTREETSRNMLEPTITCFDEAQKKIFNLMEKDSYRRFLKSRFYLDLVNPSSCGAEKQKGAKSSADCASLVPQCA
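MLSMR compounds (23 nl, pin-transferred) preincubated 10 min at room temperature with a 500nM (2x) first reagent, then RGS4 at 900nM (2x) plus Transcreener GDP mix added; fluorescence polarization (620/688 nm) read before and after 90 min at 30 °C.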
Vif-A3F inh – Vif-A3F binding inhibition; Potency, µM (top dose mostly 46.1 µM), for the others: at the highest dose activity, negative = active; HeLa A3F-eYFP + Vif (tagged APOBEC3F with the HIV-1 protein that degrades it), YFP fluorescence increase; hit rate 0.2% among 390,000; further: % of control where 0% means no effect; nearly all actives have a fitted effect of over 65% in size
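Fluorescence increase (Ex 488/Em 500-530) after overnight compound treatment at 37 deg C flags inhibition of Vif-driven A3F-eYFP loss in stable HeLa A3F-eYFP/Vif cells seeded overnight beforehand.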
ALOX12 inh – ALOX12 (human) lipoxygenase inhibition | P18054 | purified 12hLO, xylenol orange hydroperoxide absorbance | Potency, µM (doses to about 108 µM), for the others: at the highest dose activity change, negative = inhibition, usual class: inhibitors | hit rate 1.1% among 580,000; further: on the % scale 0 is the no-effect control and ±100 the full control effect
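Hydroperoxide product was detected by ferrous iron/xylenol orange as the 573 to 405 nm absorbance ratio. Arachidonic acid at 40 uM (final) was turned over for 30 min at room temperature by 150 nM human 12hLO, pH 7.0 Hepes buffer, after 15 min compound preincubation.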
Vif-APOBEC3G blk – blocks the Vif interaction with human APOBEC3G. Q9HC16. HeLa A3G-eYFP + Vif (tagged APOBEC3G with the HIV-1 protein that degrades it), YFP fluorescence, overnight. Potency, µM (series often up to 46.1 µM), for inactives: at the top dose activity, negative = active, usual class: inhibitors. hit rate 0.076% among 410,000. AID 602310;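 further: on the % scale 0 is the no-effect control and ±100 the full control effect; nearly all actives have a fitted effect of over 60% in size; hits raise eYFP signal because A3G escapes Vif-driven loss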
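Read-out is eYFP fluorescence (Ex 488/Em 500-530) from Vif-expressing HeLa A3G-eYFP cells; more signal means A3G escaped Vif-mediated degradation. Cells plated overnight, compound pinned in, incubated overnight at 37 deg C.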
USP1 inh – blocks the human USP1/UAF1 deubiquitinase complex; O94782; recombinant USP1/UAF1, Ub-Rhodamine cleavage fluorescence; Potency, µM (top dose mostly 57.1 µM), inactives show at the highest dose activity change, negative = inhibition, actives largely listed as inhibitors; hit rate 0.23% among 390,000; AID 743255; further: on the % scale 0 is the no-effect control and ±100 the full control effect; nearly all actives have a fitted effect of over 60% in size; inactives centre near -12
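USP1/UAF1 complex at 1 nM was preincubated with compound for 15 min at room temperature, then Ub-Rho substrate (150nM final) was added. Fluorescence (480/540 nm) was read kinetically, 6 reads every 60 seconds.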
TrxR1 inh – inhibitors of rat thioredoxin reductase 1 | O89049 | recombinant rTrxR1, NADPH fluorescence consumption, selenite substrate | Potency, µM (titrated, usually from 114 µM), for inactives: at the highest dose activity change, negative = inhibition, usual class: inhibitors | hit rate 1% among 390,000 | AID 588453; further: on the % scale 0 is the no-effect control and ±100 the full control effect; nearly all actives have a fitted effect of over 65% in size
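Rat TrxR1 (90 nM in the dispensed reagent) was pre-reduced with 400 uM NADPH for 5 min at room temperature, then incubated with compound for 15 min. After 400 uM selenite was added, NADPH fluorescence (Ex 340/Em 450 nm) was followed for 8 min.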
TrxR1 substrate – is turned over as a substrate by rat TrxR1; purified TrxR1 substrate turnover, NADPH consumption readout; AID 588456; Potency, µM (titrated, usually from 114 µM), without a hit: at the top dose activity change, negative = substrate turnover; hit rate 0.01% among 390,000; further: on the % scale 0 is the no-effect control and ±100 the full control effect; nearly all actives have a fitted effect of over 50% in size
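Rat TrxR1, dispensed at 90 nM, was prereduced with 400 uM NADPH (final) for 5 min at ~22 deg C, then incubated with compound 15 min before 400 uM selenite. A first-read NADPH fluorescence drop versus no-compound background flagged substrates.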
IDH1 R132H inh – blocks human mutant IDH1 R132H enzyme; hit rate 0.093% among 390,000; O75874; IDH1-R132H enzyme, NADPH consumption, diaphorase/resazurin fluorescence; Potency, µM (doses to about 76.6 µM), for inactives: at the top dose activity change, negative = inhibition, most hits filed as inhibitors; further: on the % scale 0 is the no-effect control and ±100 the full control effect; nearly all actives have a fitted effect of over 65% in size
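IDH1-R132H (0.5 ug/mL dispensed) in pH 7.5 Tris buffer was preincubated 30 min with compound, then given a substrate mix of 0.016 mM NADPH and 2 mM alpha-KG for 80 min at room temperature; remaining NADPH was read by diaphorase/resazurin fluorescence.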
Numbers without * were called inactive; ? = inconclusive; . = not tested or not shown; & = joins results of further samples; [ ] = another dose, or the depositor's remark. The call rests on the fitted dose curve; in most records, active means well fitted curve in the direction sought with a large enough effect; inconclusive means small, poorly fitted or top-dose-only effect, or another doubt; inactive means no such curve, though single readings can be large; an effect the other way counts as inactive or inconclusive. Potency means the concentration at half of the fitted maximal effect.

Sequence of screens – RGS4 inhibitor | ALOX12 inh | RXFP1 agonist | TrxR1 inh | Vif-APOBEC3G blk | IDH1 R132H inh | USP1 inh | TrxR1 substrate | Vif-A3F inh
- CCCOc1ccccc1OCC(=O)N1CCN(CC(=O)N2CCOCC2)CC1
  . | -6% | . | . | 0% | 4% | 8% | . | -10%
- CCCN(CCC)C1CCc2cccc(O)c2C1 (stereo unspecified)
  5%[56.9 µM] | -7%&0% | . | 6%[57.1 µM] | 0% | 17% | -24% | 5%[57.1 µM] | -6%
- COc1ccccc1N1C(=O)NC(=O)/C(=C\c2cnn(-c3ccccc3)c2)C1=O
  ? | ? | 1.4% | 1%[57.1 µM] | ? | 2% | -15% | 2%[57.1 µM] | -1%
- CNS(=O)(=O)c1ccc(N=Cc2c(O)n(-c3cccc(C)c3)c(=O)[nH]c2=O)cc1
  -30% | ? | 0.3% | 7%[57.1 µM] | -5% | -1% | -5% | -10% | 0%
- C/C(=N\NC(=O)c1ccncc1)c1c(O)[nH]c(=O)[nH]c1=O
  0% | -8% | . | -4%[57.1 µM] | 0% | -10% | -14% | -1%[57.1 µM] | -8%
- C[N+](C)(C)Cc1ccccc1
  15% | 1% | -0.3% | 1% | -1% | -9% | -22% | -1% | -1%
- O=c1[nH]c(=O)n(CCc2ccccc2)c(O)c1/C=N/N1CCOCC1
  12% | -101% | -2.5% | 19% | 0% | -4% | -4% | -8% | 0%
- Cc1cc(OC(C)C(=O)NCc2ccncc2)c2c3c(c(=O)oc2c1)CCC3 (stereo unspecified)
  -4% | -2% | 2.2% | 23% | 3% | 4% | -15% | 40%[activator] | -4%
- Nc1ccccc1Cl
  14% | -3% | 0.0% | 20% | -1% | -5% | -10% | 2% | 0%
- COc1ccc(CCNC(=O)c2c(N)n(CCN3CCOCC3)c3nc4ccccc4nc23)cc1OC
  1% | 4% | 4.6% | 8% | -1% | -1% | -12% | 42%[activator] | 2%
- CC/C(=N\NC(=O)c1ccccc1O)c1c(O)n(Cc2ccccc2)c(=O)[nH]c1=O
  -33%[11.4 µM] | -8% | 5.6% | ? | 10µM* | -11% | ? | -5% | 11µM*
- CCOP(=O)(OCC)c1nc(-c2cccc3ccccc23)oc1N1CCOCC1
  -23% | -14%&28% | 9.1% | ? | -10% | 7% | -17% | 385%[activator][57.1 µM] | 8%
- O=C(Nc1ccccc1F)OC1CN2CCC1CC2 (stereo unspecified)
  -11% | 403%[activator] | -0.7% | 19% | -3% | 7% | -8% | 2% | -3%
- CCOC(=O)[C@@]12C(=O)C(=O)N[C@]1(c1ccccc1)C1OCCCC12 (stereo partly specified)
  -2% | -14% | -1.5% | -14% | 1% | 3% | -10% | -4% | 2%
- Nc1ccc(Cl)cc1C(=O)c1ccccc1Cl
  -18% | -25% | -0.2% | -11% | ? | 16% | -23% | -9% | -29%
- O=C(Nc1ccc(Cl)cc1C(=O)c1ccccc1Cl)c1ccco1
  -22% | 1% | -1.5% | 6% | 0% | 0% | -4% | 1% | -11%
- CCOP(=O)(C#CC(C)(C)C)C(C)(O)c1ccccc1 (stereo unspecified)
  -2% | 1% | 2.6% | 10%[57.1 µM] | 0% | 4% | -11% | 6%[57.1 µM] | 4%
- Cn1c(O)c(C=NCCN2CCN(C(=O)Nc3ccccc3)CC2)c(=O)n(C)c1=O
  3% | 291%[activator] | 3.7% | 10%[57.1 µM] | 1% | 5% | -5% | 4%[57.1 µM] | 7%
- CCOCN(C(=O)CCl)c1c(C)cccc1CC
  -10% | ? | 2.4% | ? | -1% | 0% | -17% | 3% | 11%
- CC(C)CC1C(=O)N2CCC[C@H]2[C@]2(O)O[C@](NC(=O)[C@@H]3C=C4c5cccc6[nH]c(Br)c(c56)C[C@H]4N(C)C3)(C(C)C)C(=O)N12 (stereo partly specified)
  11% | . | . | 13% | -4% | . | . | -4% | .
- C[C@]12CCC3C(CC[C@@H]4CC(=O)CC[C@]34C)C1CC[C@@H]2O (stereo partly specified)
  0% | 43% | . | 29% | 2% | 0% | -14% | 8% | -3%
- C[C@]12CCC3[C@@H](CC[C@@H]4C[C@H](O)CC[C@]34C)[C@@H]1CCC2=O (stereo partly specified)
  1% | ? | 0.7% | 16% | -1% | -5% | -11% | 8% | 4%
- C=CCn1c(O)c(C(C)=NCCO)c(=O)[nH]c1=O
  4% | 20% | 2.4% | 9% | 0% | -5% | 1% | -1% | -21%
- CS(=O)(=O)N1CCN(C(=N)N[N+](=O)[O-])CC1
  ? | -28% | 0.3% | 8%[11.4 µM] | 5% | 4% | -19% | 8%[57.1 µM] | -3%
- O=C(c1cccnc1)N1Cc2ccccc2-n2nncc2C1
  . | -9% | . | . | 0% | -11% | -7% | . | -10%
- Cc1cc(NC(=O)C(Cl)(Cl)Cl)no1
  12% | ? | -0.7% | 14%[57.1 µM] | 0% | 2% | -14% | 3%[57.1 µM] | 11%
- NC(=O)CN1C2CCC1CC(NC(=O)C1CC1)C2 (stereo unspecified)
  -13%[11.4 µM] | 5% | -1.9% | -8% | 0% | 2% | -3% | 8%[57.1 µM] | -8%
- O=C(CF)NC(NC(=S)Nc1ccccc1O)C(Cl)(Cl)Cl (stereo unspecified)
  -22% | -20% | 0.2% | -3% | -15% | 2% | -14% | 6% | 2%
- O=C(Nc1ccc(OC(=O)N2CCCC2)cc1)N1CCOCC1
  -10% | 1% | 2.3% | 4%[57.1 µM] | -1% | -5% | -13% | 4%[57.1 µM] | -4%
- Clc1ccc(C2N3CCCN23)c(Cl)c1 (stereo unspecified)
  -18% | -20% | -1.2% | 4% | 1% | 6% | -18% | -1% | 11%
- COc1ccc(-c2nc3ccccc3c(=O)o2)cc1
  6% | -3% | 0.4% | 31%[activator] | -9% | 8% | -25% | 23% | -2%
- CCCn1c(C)cc(C=O)c1C
  -2% | 7% | 7.1% | 14%[57.1 µM] | 6% | 17% | ? | -1%[57.1 µM] | 6%
- CCN(CC)C(=O)c1c(C)[nH]c(=S)c(C#N)c1-c1ccco1
  ? | ? | 0.5% | ? | 0% | -5% | -17% | 2%[57.1 µM] | -8%
- Cc1cccc(C(O)(C(=O)NNC(=O)CN2CCN(C)CC2)c2cccc(C)c2)c1
  -8% | 1% | 0.5% | -3% | 0% | 6% | -14% | -3% | 6%
- CC1CN=C(NCc2ccc(F)cc2)S1 (stereo unspecified)
  0%[11.4 µM] | -6% | 0.4% | 15% | 1% | 6% | -25% | 8% | 1%
- O=C1NC(=O)N(Cc2ccco2)C(=O)/C1=C/c1ccc(-c2cccc([N+](=O)[O-])c2)o1
  ? | . | 1.6% | 40µM* | -7% | -10% | ? | -4% | -7%
- Cc1cc(C)nc(NS(=O)(=O)c2ccc(N=Cc3c(O)n(C)c(=O)n(C)c3=O)cc2)n1
  1% | -2% | 13% | -17% | -3% | 22% | -22% | -15% | -2%
- C=CCn1c(O)c(C(C)=NC(C)c2ccccc2)c(=O)[nH]c1=O (stereo unspecified)
  20% | 0% | -0.1% | 18% | 2% | -1% | -4% | -3% | 4%
- CC(C)CN(CC(C)C)C(=O)C1C2c3ccccc3C(c3ccccc32)C1C(=O)O (stereo unspecified)
  -21% | -3% | -2.8% | 11% | 1% | 1% | -9% | 1% | 0%
- C=Cc1cc(OC)c2c(c1)c(=O)oc1c2cc(OC)c2c(O)ccc(C3OC(C)C(O)C(C)(O)C3O)c21 (stereo unspecified)
  -29% | 17% | . | 4%[11.4 µM] | -15% | ? | -11% | 12%[57.1 µM] | 5%

As entered above:
C=CCn1c(O)c(C(C)=NC(C)c2ccccc2)c(=O)[nH]c1=O (stereo unspecified) | Vif-A3F inh = 4%
O=C(Nc1ccc(Cl)cc1C(=O)c1ccccc1Cl)c1ccco1 | TrxR1 inh = 6%

Continuation:
Sequence of screens – RGS4 inhibitor | ALOX12 inh | RXFP1 agonist | TrxR1 inh | Vif-APOBEC3G blk | IDH1 R132H inh | USP1 inh | TrxR1 substrate | Vif-A3F inh
- CCN1CCN(C(=O)Cc2coc3cc(C)cc(C)c23)CC1
  -46% | 0% | -0.2% | 17%[57.1 µM] | 0% | 1% | -2% | 9%[57.1 µM] | -8%
- COc1cccc(C)c1NC1=NCCO1
  . | -29% | . | . | 0% | 6% | -13% | . | -10%
- Cc1ncoc1C(=O)NCCC(c1ccccc1)c1ccccc1
  -21% | 8% | -2.3% | 11%[57.1 µM] | 0% | -2% | ? | -5%[57.1 µM] | 7%
- C=CCn1c(O)c(C(C)=Nc2cccc(C(=O)O)c2)c(=O)[nH]c1=O
  3% | 0% | 4.5% | -3% | -9% | 3% | -19% | 5% | 10%
- C[C@]12CCC3C(CC[C@H]4C[C@H](O)CC[C@]34C)C1C[C@@H](O)[C@H]2O (stereo partly specified)
  -4% | 0% | . | 27% | 0% | -5% | -3% | 3% | -15%

These rows are one share of the data, so the mix of outcomes need not match the whole.
